High-throughput results as filed in PubChem BioAssay.
ERK EGF block: inhibitors of EGF-stimulated ERK signaling pathway; Potency, µM (highest dose often 11.5 µM), inactives show at the top dose activity change, negative = inhibition, hits mostly inhibitors; actives 0.41% (n = 130,000); HEK293-V1b, EGF-stimulated phospho-ERK AlphaScreen; active = well fitted inhibition curve with a large enough effect; inconclusive = small, poorly fitted or top-dose-only effect, or effect the other way;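 note: plate controls were stimulated vehicle wells for no effect and unstimulated vehicle basal for full effect; nearly all actives have a fitted effect of over 55% in size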
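HEK293 cells stably expressing V1b receptor, serum-reduced (1% FBS) overnight, pretreated 30 min with compound, then stimulated 5 min with 25 nM EGF; phospho-ERK detected by AlphaScreen SureFire. AC50 from Hill fits, normalized to DMSO and EGF.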
The depositor's hits bear a star; ? = inconclusive; & = joins results of further samples; [ ] = another dose, or the depositor's remark. Potency is the fitted concentration of half-maximal effect.

nr	Molecule	ERK EGF block
1	Cc1ccc(-n2c(CSc3nc(C)cc(C)n3)nnc2SCC(=O)Nc2nccs2)cc1	-2%[57.5 µM]
2	O=C(COC(=O)CCc1ccc(S(=O)(=O)N2CCOCC2)cc1)Nc1ccc(Cl)cn1	7%[57.5 µM]
3	COc1ccc2c(c1)O[C@@H](c1cccc(C(F)(F)F)c1)[C@H](OC(=O)N[C@H]1CCCc3ccccc31)C2=O	-2%&4%
4	Brc1ccccc1C1CC(c2ccccc2)=Nc2ccccc2N1 (stereo not drawn)	6%
5	CC(=O)Cc1nsc(NC(=O)c2ccccc2Cl)n1	-1%
6	Cc1ccc(NC(N)=S)cc1	-2%
7	COc1ccc(/C=C(\C#N)C(=O)OCC(=O)N2CC(C)OC(C)C2)cc1 (stereo not drawn)	1%
8	CC(C(=O)Nc1sc2c(c1C(=O)NCC1CCCO1)CCC2)N1C(=O)c2ccccc2C1=O (stereo not drawn)	6%
9	COc1ccc(NC(=O)COC(=O)c2ccc(O)cc2)c([N+](=O)[O-])c1	-2%
10	Cc1occc1-c1nnc(SCC(=O)NC2CCCC2)n1-c1ccccc1	1%
11	CC(NC(=O)COC(=O)c1cc(=O)[nH]c2ccccc12)c1ccccc1 (stereo not drawn)	0%
12	CCOC(=O)C1(c2ccccc2)NC(c2ccccc2C)C2C(=O)N(c3ccc4c(c3)OCO4)C(=O)C21 (stereo not drawn)	2%
13	COc1cc(CNCc2ccccn2)ccc1OCc1ccccc1Cl	-3%
14	O=C(COC(=O)/C=C/c1cccc(Br)c1)NCCC1=CCCCC1	4%
15	Cc1ccc(NC(=O)CCN2C(=O)c3cccc4cccc(c34)C2=O)cc1	-1%
16	CCN1CCOC(CC(=O)Nc2ccc([N+](=O)[O-])cc2)C1=O (stereo not drawn)	8%[57.5 µM]
17	CCOc1cc(/C=C2\SC(=S)N(N3CCOCC3)C2=O)ccc1O	0%[57.5 µM]
18	O=C(Nc1ccccc1)/C(=C\c1cccs1)NC(=O)c1ccccc1	4%
19	CC(=O)c1c(COC(=O)c2ccccc2Cl)nc2ccccc2[n+]1[O-]	-2%[57.5 µM]
20	N#Cc1sc2nc(-c3ccccc3)cc(C(F)(F)F)c2c1N	3%
21	CC(=O)Nc1ccc(NC(=O)CCCSc2nc3ccccc3[nH]2)cc1	-12%[57.5 µM]
22	COc1cc(S(=O)(=O)N2CCOCC2)ccc1NC(=O)CN1c2cccc3cccc(c23)S1(=O)=O	-6%
23	Cc1cc(Cl)nc(-c2ccccc2O)n1	3%[57.5 µM]
24	COC(=O)CSc1nnc(-c2ccccn2)n1N	11%[57.5 µM]
25	FC(F)(F)c1cc(CCN2C(=S)NC[C@@H]2CC2CCCCC2)cc(C(F)(F)F)c1	-7%[57.5 µM]
26	O=C(Nc1cccc(O)c1)C(=O)Nc1ccccn1	3%
27	O=C(O)CC(NC(=O)COc1ccccc1)c1cccc([N+](=O)[O-])c1 (stereo not drawn)	1%
28	NS(=O)(=O)c1ccc(CCNC(=O)c2cccc(OC(F)F)c2)cc1	6%[57.5 µM]
29	CCNc1c(NC(C)=O)c(=O)oc2ccccc12	5%
30	Cc1cccc(CSc2nc3c(c(=O)[nH]2)CCC3)c1	3%
31	Cc1ccc(S(=O)(=O)NC2c3cccc4cccc(c34)C2Sc2nncn2C)cc1 (stereo not drawn)	14%
32	Cc1ccc2nc(SCC(=O)NNC(=O)c3ccccc3)[nH]c2c1	-1%
33	COC(=O)C1=NNC(C(=O)c2ccco2)C1c1ccccc1 (stereo not drawn)	2%
34	O=S(=O)(NNc1ccc(Cl)nn1)c1ccc(F)cc1	8%
35	COc1ccc(C2/C=C\CN(C(=O)c3ccccc3)CC(=O)N2Cc2ccc(F)cc2)cc1 (stereo not drawn)	0%[57.5 µM]
36	CCOC(=O)Cn1nc(-c2ccccc2)c2cnc3ccc(CC)cc3c21	9%
37	CCCN1CCC(NCc2cn(C)nc2-c2ccc(Oc3ccccc3)cc2)CC1	-9%[57.5 µM]
38	CCN(CC)c1ccc(NC(=O)Cn2c(C(C)NC(=O)c3ccc(C)cc3)nc3ccccc32)cc1 (stereo not drawn)	-14%[57.5 µM]
39	CC(C)N1CCN(Cc2cnc(-c3ccccc3)s2)CC1CCO (stereo not drawn)	2%[57.5 µM]
40	OCCC1CN(Cc2ccc3ncccc3c2)CCN1Cc1ccccc1 (stereo not drawn)	-1%[57.5 µM]
41	Cc1nc2ccccc2c2oc(C(=O)N3CCC(N4CCCCC4)CC3)cc12	3%
42	CCCN1CNc2c(c(=O)[nH]c(=S)n2CCc2ccccc2)C1	19%
43	Cc1ccc(/C(O)=C/c2nc3ccccc3oc2=O)cc1	11%[57.5 µM]
44	COc1ccc(CCNCC(O)c2ccccc2)cc1 (stereo not drawn)	8%
45	Cc1cc(=O)oc2c(C(=O)c3ccccc3)c(OCC(N)=O)ccc12	1%[57.5 µM]
46	COc1ccccc1OCCN1CSC(=S)N(C)C1	0%
47	COc1ccccc1-c1nnc(SCC(=O)NC2CCS(=O)(=O)C2)n1N (stereo not drawn)	-1%
48	O=C(CC(=O)c1cccc([N+](=O)[O-])c1)Nc1ccccc1Cl	?
49	CC(=O)OC1CC2C(C)(C)C(=O)CC[C@]2(C)C2CC[C@]3(C)C(=CC(=O)OC3c3ccoc3)[C@]12C (stereo partly drawn)	7%
50	Cc1nn(C)c(C(=O)N2CCN(C(=O)c3ccco3)CC2)c1Br	-4%

Next compounds.
nr	Molecule	ERK EGF block
51	O=C(NNC(=O)C1CCCN(S(=O)(=O)c2ccc3ccccc3c2)C1)C1CC1 (stereo not drawn)	4%
52	O=C(/C=C/c1ccccc1)NC1CCCc2ccccc21 (stereo not drawn)	2%
53	Nc1ccc(-c2cc(-c3ccc(N)cc3)nc(-c3ccccc3)n2)cc1	10%
54	CCC[C@@H]1C[C@@]1(CCC)[C@@H](NC(=O)Oc1ccccc1)c1ccc(C(=O)OC)cc1	2%
55	CC(C)(C)C(=O)NC(=S)Nc1ccccc1C(N)=O	-2%
56	O=C1NC(CCc2ccccc2)C(=O)N1Cc1ccc(Br)cc1 (stereo not drawn)	3%
57	CCc1nnc(NC(=O)CSc2nc3c(c(=O)n2C)SC(C)C3)s1 (stereo not drawn)	-2%
58	COC(=O)[C@@H]1C[C@@H]2CC[C@@H](O)C[C@@H]2N1CC1CCCCC1	14%
59	COc1ccc(CC2S/C(=N/N=C/c3ccc(O)cc3)NC2=O)cc1 (stereo not drawn)	-6%
60	COc1cccc(CNC2CCCc3ccccc32)c1OC (stereo not drawn)	2%
61	COc1cc(C(C)=O)cc(OC)c1O	31%
62	COc1cc2c(cc1OC)CN(CC(=O)Nc1cccc(C)c1)CC2	-4%
63	COc1ccc(NC2c3ccccc3C(=O)N2c2ccccn2)cc1 (stereo not drawn)	-9%[57.5 µM]
64	COc1ccc(N2CCN(CC(O)COc3ccccc3[N+](=O)[O-])CC2)cc1 (stereo not drawn)	-14%
65	CN(C)c1ccc(/C=N/NC(=O)c2nonc2N)cc1[N+](=O)[O-]	-4%
66	CCc1nnc(NC(=O)CSc2nc3ccccc3c(=O)n2CCCOC)s1	-2%
67	O=C(NC(=S)Nc1ccc(S(=O)(=O)Nc2nccs2)cc1)C1CC1	-7%[57.5 µM]
68	CCC/C=C(\CCC)C(NS(=O)(=O)c1cccs1)c1ccc(C(=O)OC)cc1 (stereo not drawn)	2%
69	O=C(NNC(=O)c1csc(-c2cccnc2)n1)c1ccccc1	3%[57.5 µM]
70	COc1ccc(-c2nc(C=O)cs2)cc1	-6%[57.5 µM]
71	CNc1ccc(SC#N)cc1	0%
72	COC(=O)c1sc(NC(=S)NC(=O)c2ccccc2C)nc1C	-4%
73	CN(C)S(=O)(=O)c1cccc(NC(=O)c2n[nH]c(=O)c3ccccc23)c1	-3%
74	C/C(=N/NC(=S)Nc1ccccc1)c1ccc2c(c1)OCO2	-4%
75	O=C(NC1CC1)C1=C[C@@H](c2c[nH]c3ccccc23)C[C@@H](OCCCCO)O1	-6%[57.5 µM]
76	CCN(CC)C(=O)NCc1c(C)cc(C)cc1C	4%
77	O=C(NC(CC(=O)N1CCN(c2ccccc2)CC1)c1ccccc1)c1ccccc1Cl (stereo not drawn)	0%
78	CCOC(=O)CNS(=O)(=O)c1ccc(C)cc1	-6%
79	Cn1c(=O)c(=O)n(C)c2cc(S(=O)(=O)N3CCCC3C(=O)NCc3cccnc3)ccc21 (stereo not drawn)	4%[57.5 µM]
80	O=C(Cc1cc(=O)[nH][nH]1)N/N=C/c1cccc(Cl)c1Cl	3%
81	COC(=O)c1sccc1NC(=S)N1CCN(c2ccccc2F)CC1	3%
82	NS(=O)(=O)c1ccc(NC(=S)NCc2ccccc2Cl)cc1	5%
83	Cn1c(SCC(=O)NNC(=S)Nc2ccccc2)nnc1-c1ccccc1	-2%[57.5 µM]
84	CC(C)NC(=O)N1CC[C@@]2(CCCN(C(=O)c3ccco3)C2)C1	10%
85	CCCC[n+]1ccn(-c2nc3ccccc3nc2[N-]S(=O)(=O)c2cccs2)c1	10%[57.5 µM]
86	O=C(c1ccncc1)N1CCC2(CC1)CCN(c1ccncc1)CC2	-3%
87	N#Cc1ccc(C23CC4(C2)[C@H](CN(Cc2ccc(-c5ccccc5)cc2)[C@@H]4c2ccccc2)C3c2ccc(C(F)(F)F)cc2)cc1 (stereo partly drawn)	7%
88	CCn1c(SC2CCOC2=O)nnc1-c1ccc(Cl)cc1 (stereo not drawn)	-4%
89	C[C@H]1CC2[C@@H]3CCC4=CC(=O)C=C[C@]4(C)[C@@]3(Cl)[C@@H](O)C[C@]2(C)[C@@]1(O)C(=O)CO (stereo partly drawn)	24%
90	COc1ccc(-c2ccc3c(n2)sc2c(=O)[nH]c(=O)[nH]c23)cc1OC	-7%
91	CCOC(=O)CNCCC(=O)c1ccc(Br)cc1	-6%
92	CC1CCN(C(=S)c2cccc(O)c2)CC1	7%
93	O=C(NCC1CCCO1)c1cccc(S(=O)(=O)NCc2ccccc2)c1 (stereo not drawn)	-24%[57.5 µM]
94	Cc1[nH]n(-c2ccccc2)c(=O)c1C=Nc1ccc(S(=O)(=O)N(C)C)cc1	4%
95	O=C(CSC1=NNC(c2ccccn2)S1)Nc1cccc(Cl)c1 (stereo not drawn)	-7%[57.5 µM]
96	c1ccc(C2=Nc3c(ccc4ccccc34)C(c3ccncc3)=NN2)cc1	?
97	CN(C(=O)c1cccn(Cc2ccccc2)c1=O)c1ccccc1	-6%
98	CCO/C=C1\C(=O)N(c2ccc(OCC)cc2)C(=O)c2ccccc21	5%
99	O=C(/C=C/c1c(C(=O)O)[nH]c2cc(Cl)cc(Cl)c12)Nc1ccccc1	-9%
100	COC(=O)c1ccccc1C(=O)N1CCCC(C(=O)c2cc(F)ccc2F)C1 (stereo not drawn)	1%

The last 3 entries of the part above open the next one:
nr	Molecule	ERK EGF block
98	CCO/C=C1\C(=O)N(c2ccc(OCC)cc2)C(=O)c2ccccc21	5%
99	O=C(/C=C/c1c(C(=O)O)[nH]c2cc(Cl)cc(Cl)c12)Nc1ccccc1	-9%
100	COC(=O)c1ccccc1C(=O)N1CCCC(C(=O)c2cc(F)ccc2F)C1 (stereo not drawn)	1%
101	O=C(Nc1cc(C(F)(F)F)ccc1Cl)c1cc(C2CC2)on1	3%
102	Nc1ccc(C(=O)OCC(=O)Nc2ccc3c(c2)OCO3)cc1[N+](=O)[O-]	26%
103	O=Cc1ccc(-c2ccc(C(=O)O)cc2)o1	15%[57.5 µM]
104	CCN1CCN(CCCN(Cc2cccs2)C(=S)Nc2ccccc2C)CC1	-10%
105	CS(=O)(=O)N1CCC(C(=O)N2CCN(c3ccc(F)cc3)CC2)CC1	-6%
106	O=C(NCCCCc1ccccc1)C1CC(c2cccc(F)c2)=NO1 (stereo not drawn)	-3%[57.5 µM]
107	CC1CN(S(=O)(=O)c2cccc3nsnc23)CC(C)O1 (stereo not drawn)	-1%
108	COc1cc(NC(=S)N2CCc3ccccc3C2)cc(OC)c1	-2%
109	CN(C)S(=O)(=O)N1CCN(c2ccc([N+](=O)[O-])c(N3CCOCC3)c2)CC1	-9%
110	C/C(=N/NC(=O)C1CCN(S(=O)(=O)c2ccc(C)cc2)CC1)c1cccc([N+](=O)[O-])c1	6%
111	CCCCC(CC)CNC(=O)Cn1c(=O)[nH]c2ccsc2c1=O (stereo not drawn)	-4%
112	O=C(NC1CCCC1)O[C@@H]1C(=O)c2cc(Br)ccc2O[C@H]1c1ccc2c(c1)OCO2	-4%
113	CCCc1cc(C(=O)Nc2cnn(Cc3ccc(F)cc3)c2)no1	3%[57.5 µM]
114	CC(C)(C)n1ncc2c(=O)n(CC(=O)NCc3ccco3)cnc21	3%
115	O=C(COC(=O)CNC(=O)c1ccccc1F)Nc1cccc(S(=O)(=O)N2CCCCCC2)c1	-3%
116	COc1cccc(C(=O)Nc2ccc(C(F)(F)F)n(C)c2=O)c1	-7%

Reformatted as labelled records: four of the compounds above.
110	C/C(=N/NC(=O)C1CCN(S(=O)(=O)c2ccc(C)cc2)CC1)c1cccc([N+](=O)[O-])c1
  ERK EGF block: 6%
111	CCCCC(CC)CNC(=O)Cn1c(=O)[nH]c2ccsc2c1=O (stereo not drawn)
  ERK EGF block: -4%
112	O=C(NC1CCCC1)O[C@@H]1C(=O)c2cc(Br)ccc2O[C@H]1c1ccc2c(c1)OCO2
  ERK EGF block: -4%
113	CCCc1cc(C(=O)Nc2cnn(Cc3ccc(F)cc3)c2)no1
  ERK EGF block: 3%[57.5 µM]

Some of the compounds tested; count on the stated rates, not on these rows.
